S1P1 ag pot = S1P1 (human) agonism or agonism potentiation. P21453. S1P1 CRE-bla cells, forskolin, beta-lactamase FRET, potentiator mode; S1P1 agonist co-added at EC20, 2 nM; 100% = saturating reference agonist, 0% = basal. activation, % at 9.5 µM. 0.57% of 56,000 active. AID 449;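 active means activation above a cutoff set at the mean activation of all tested compounds plus 3 SD, cut at about 54% in these data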;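 further: forskolin at 4 µM as EC80 and the EC20 agonist is SEW2871; 100% = SEW2871 at its EC100 plus forskolin at EC80; some compounds past the cut are filed as inactive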
Target sequence (P21453 whole entry, looked up): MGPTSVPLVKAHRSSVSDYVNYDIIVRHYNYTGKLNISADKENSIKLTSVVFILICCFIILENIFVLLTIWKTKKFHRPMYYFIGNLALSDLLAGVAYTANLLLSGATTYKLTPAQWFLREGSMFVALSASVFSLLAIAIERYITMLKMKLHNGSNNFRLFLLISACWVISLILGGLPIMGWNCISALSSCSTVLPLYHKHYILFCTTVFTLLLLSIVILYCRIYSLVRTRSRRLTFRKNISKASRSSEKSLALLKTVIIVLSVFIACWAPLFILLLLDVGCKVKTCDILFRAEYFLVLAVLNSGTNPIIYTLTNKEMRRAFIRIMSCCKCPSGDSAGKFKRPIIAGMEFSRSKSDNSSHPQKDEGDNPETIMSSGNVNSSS
5HT1E antag = 5-HT1E (human) receptor antagonism. P28566. AID 571. 0.99% of 65,000 active. inhibition, % at 6 µM. CHO 5-HT1E Ga15 NFAT-bla reporter, FRET, antagonist;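 active means inhibition above a set limit, the mean inhibition across every tested compound plus 3 SD, cut at about 29% in these data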;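 further: signal is the 460 over 535 nm emission ratio of beta-lactamase substrate; 0% = agonist plus DMSO wells and 100% = wells without agonist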
Target sequence (P28566 whole entry, looked up): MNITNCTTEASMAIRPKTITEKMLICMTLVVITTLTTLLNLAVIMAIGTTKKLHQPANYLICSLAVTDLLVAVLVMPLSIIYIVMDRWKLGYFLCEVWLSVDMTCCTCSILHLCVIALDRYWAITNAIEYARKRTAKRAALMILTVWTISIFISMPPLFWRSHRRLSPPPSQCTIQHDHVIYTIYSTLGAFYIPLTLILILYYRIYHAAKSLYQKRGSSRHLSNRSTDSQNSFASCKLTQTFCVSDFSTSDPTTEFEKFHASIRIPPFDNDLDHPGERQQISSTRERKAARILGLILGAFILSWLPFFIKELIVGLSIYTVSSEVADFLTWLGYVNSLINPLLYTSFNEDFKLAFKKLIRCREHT
5HT1a ag = 5-HT1a (human) receptor agonism; P08908; 0.56% of 65,000 active; AID 567; CHO 5-HT1a Ga15 NFAT-bla reporter, FRET ratio; 0% basal, 100% maximal reference agonist; activation, % at 10 µM;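 active means activation above the screen-wide mean activation plus 3 SD, cut at about 19% in these data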;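 further: 0% = DMSO wells and 100% = 5-CT at EC100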
5-HT1A blocker = antagonists of human 5-HT1a serotonin receptor. 0.68% of 62,000 active. P08908. CHO 5-HT1a Ga15 NFAT-bla reporter, antagonist mode. inhibition, % at 10 µM;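 active means inhibition above the mean of all tested compounds plus 3 SD, cut at about 43% in these data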;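 further: receptor stimulated by 5-CT agonist at 100 nM near EC80; beta-lactamase reporter measured by ratiometric fluorescence of a cleavable substrate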
D1 allo mod = D1 dopamine receptor (human) allosteric modulation | B-score at 10 µM | HEK293 D1, CRE-luciferase, dopamine EC30 potentiation; actives deviate in either direction | 5.9% of 58,000 active | AID 641;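 active means luminescence count or its row- and column-corrected plate score outside the 99.7% band of the plate's sample wells, on either side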
S1P3 agonist = activates the human S1P3 receptor; Q99500; S1P3 NFAT-BLA reporter cells, agonism, FRET ratio; relative to 1 µM S1P, basal subtracted; activation, % at 4.5 µM; 0.1% of 60,000 active;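 active means activation above the screen-wide mean plus 3 SD, cut at about 4.5% in these data, passing the limit was not always enough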; further: some compounds called inactive have numbers as strong as hits
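Assay system: CHO cells stably expressing human S1P3, Gα16 and NFAT-β-lactamase reporter. Timing: overnight plating, 4 h compound 37 °C, 2 h substrate RT. Signal: β-lactamase FRET emission ratio 460/535 nm. Measure: percent activation versus median 1 µM S1P response, basal-subtracted, per plate. Repeats: primary screen single test, confirmation screen in triplicate.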
Jurkat viability = reduces viability or proliferation of Jurkat cells. 1.2% of 56,000 active. Jurkat E6.1 viability, ATP luminescence, 48 h. AID 463. inhibition, % at 4 µM;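 active means inhibition above the mean inhibition of all tested compounds plus 3 SD, cut at about 28% in these data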
HEK293 NFkB inh = inhibitors of the PMA/ionomycin-induced NF-kB reporter in HEK293 cells. AID 465. HEK-293 NF-kB luciferase reporter, luminescence. inhibition, % at 3 µM. 0.21% of 62,000 active;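 active means inhibition above the mean of all tested compounds plus 3 SD, cut at about 40% in these data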;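 further: 0% = stimulated DMSO wells and 100% = 10 µM reference inhibitor 5653914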
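System – HEK-293 cells with stable firefly luciferase reporter driven by four HIV NF-kB elements · Doses – one dose, 3 µM · Schedule – 1 h compound pre-incubation, 16 h PMA/ionomycin at 37 °C · Technique – luminescence from luciferase substrate reagent · Measure – percent inhibition normalized per plate to DMSO and reference-inhibitor controls · Replicates – tested once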
HTR1E agonist = agonists of human 5-HT1E serotonin receptor; P28566; CHO 5-HT1E Ga15 NFAT-bla reporter, FRET; 0% DMSO wells, 100% control agonist wells; activation, % at 6 µM; 0.69% of 65,000 active;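 active means activation above a set limit, the screen-wide mean activation plus 3 SD, cut at about 8.5% in these data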;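 further: 100% = positive control agonist at 1 µM giving full maximal response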
Numbers without * were called inactive; nt = no result given. An unsorted share of the library; overall some 8.3% were active at least once.

SMILES | S1P1 ag pot | 5HT1E antag | 5HT1a ag | 5-HT1A blocker | D1 allo mod | S1P3 agonist | Jurkat viability | HEK293 NFkB inh | HTR1E agonist
CCC(=O)N1CCCc2cc(S(=O)(=O)N3CCN(c4ncccn4)CC3)ccc21 | 5 | -3 | 0.2 | 0 | 3.3 | 0.3 | -2 | 19 | 0.1
O=C1NC2NC(=O)N(C(Cc3ccccc3)C(=O)O)C2N1 (stereo not drawn) | -11 | 2 | -0.6 | 3 | 1.5 | 1.2 | -10 | 10 | 1.4
CC(NC(=O)c1cc2c(=O)n(C)c3ccccc3c2n1C)c1ccc2c(c1)OCCO2 (stereo not drawn) | -23 | 1 | 3.9 | -15 | -4.6* | -0.2 | -5 | -7 | 0.8
Cc1ccc(S(=O)(=O)C2(C(=O)Nc3cccnc3)CC2)cc1 | -4 | -1 | -2.4 | 0 | 0.44 | -0.2 | 0 | 7 | 0.1
COc1ccc(Cl)cc1S(=O)(=O)N1CCN(C(=O)COc2ccccc2)CC1 | -12 | -3 | 1.5 | -9 | 2 | 0.1 | 2 | -5 | -0.2
O=C(Nc1ccc2c(c1)OCO2)C1CCN(Cc2cnn(-c3ccccc3)c2-n2cccc2)CC1 | nt | -2 | -0.2 | -3 | 0.21 | nt | nt | 28 | 0.6
CCCOc1ccccc1-c1nc2c([nH]1)c(=O)[nH]c(=O)n2C | -18 | 0 | 0.4 | 2 | 0.98 | -1.0 | 5 | 26 | -0.4
CCN1C(=O)c2cccc3c(S(=O)(=O)NCCCN4CCOCC4)ccc1c23 | -9 | 3 | 0.1 | 14 | -0.77 | -1.2 | -3 | 19 | -0.5
CC(C(=O)N1CCN(C)CC1)N1C(=O)c2ccccc2C1=O (stereo not drawn) | -2 | 7 | 0.5 | -26 | -0.0031 | -0.9 | 4 | -2 | -0.6
CC(Sc1ccccc1)C(=O)Nc1cccc(N(C)S(C)(=O)=O)c1 (stereo not drawn) | 10 | -4 | -0.9 | -5 | 0 | 0.3 | -5 | 12 | 1.1
Cc1ncoc1C(=O)Nc1cccc(Cl)c1 | -13 | 9 | 0.6 | -14 | -0.017 | 0.5 | -1 | 0 | -0.3
COc1ccc2c(c1)CCc1c(C(=O)NCCc3ccc(OC)c(OC)c3)noc1-2 | 50 | 0 | 1.4 | 5 | 3 | -1.5 | 2 | 29 | -0.9
C=CCOC(=O)Nc1c(C(=O)OC)[nH]c2ccccc12 | -3 | 4 | 2.9 | -5 | 0.25 | -0.8 | 7 | 4 | -0.8
CC(C)(C)c1ccccc1OCC(=O)NCCC(=O)O | -11 | -5 | -1.9 | -1 | 0.028 | -0.2 | -2 | -5 | 0.4
CCc1nc2ccccc2n1CC(=O)N(C(C)CC)C1CCS(=O)(=O)C1 (stereo not drawn) | nt | -4 | -2.1 | -8 | 0.8 | nt | nt | 19 | 0.5
COC(=O)C(NC=O)C(O)(Cc1ccccc1)C(F)(F)F (stereo not drawn) | 1 | 15 | 2.6 | 0 | nt | 0.2 | 2 | 11 | -0.9
Cc1ccc(-c2nn[nH]n2)cc1 | -18 | 1 | -2.3 | -18 | nt | -0.2 | 1 | 8 | -0.3
O=C(CS(=O)(=O)c1ccccc1)N1CCCCCC1 | -4 | 14 | -1.1 | 4 | -0.13 | -0.9 | -1 | -13 | -0.1
Cn1c(=O)c2c(nc(CN3CCc4ccccc4C3)n2Cc2ccc(Cl)cc2)n(C)c1=O | 3 | 0 | -0.9 | 0 | 0.74 | -0.3 | 7 | 1 | -0.7
CCOC(=O)C1CCN(C(=O)COc2cccc(C)c2)CC1 | 2 | -4 | -0.1 | -5 | 0.18 | 0.6 | 1 | 3 | 0.1
Cc1nn(C(=O)CCCC(=O)n2nc(C)c(Cl)c2C)c(C)c1Cl | -4 | -3 | -1.9 | 0 | -0.31 | -0.2 | 8 | 16 | -0.2
Nn1c(COc2ccccc2)nc2ccccc2c1=O | 2 | 17 | -2.1 | 8 | 0.081 | -0.6 | 2 | -8 | -0.4
COC(=O)C(CC(C)C)NC(=O)CSc1nc(-c2ccccc2)c(C#N)c(=O)[nH]1 (stereo not drawn) | 0 | -8 | -1.6 | -19 | -0.12 | 0.6 | -5 | 9 | -1.1
COc1cccc(N2C(=O)CC(N3CCN(S(=O)(=O)c4ccccc4)CC3)C2=O)c1 (stereo not drawn) | 3 | 7 | -2.5 | 2 | -0.61 | -0.2 | 3 | 14 | -2.1
CCOC(=O)CC(=O)CSCC(=O)Nc1ccc(C)cc1 | 13 | 1 | -0.5 | 2 | -0.52 | -1.2 | -4 | -5 | -0.7
CCCn1c(NCc2cccc(OC)c2O)nc2ccccc21 | nt | 12 | -0.5 | 16 | -0.48 | -1.0 | -5 | -1 | -0.1
COc1n[nH]c2nncnc12 | -16 | -1 | -4.6 | 7 | -0.48 | 0.2 | -8 | 0 | 0.1
COc1ccc2cc3c(N)nn(C(=O)Cc4ccccc4OC)c3nc2c1 | 39 | 25 | 0.0 | 9 | 2.6* | -1.6 | 14 | 21 | 2.6
Cn1cc(CNC(=O)C2c3ccccc3Oc3ccccc32)cn1 | -5 | 15 | -1.7 | -12 | nt | -1.3 | -6 | 13 | -0.8
CCOC(=O)Cn1nnnc1C(CC)N(Cc1cc2ccc(C)cc2[nH]c1=O)C1CCCC1 (stereo not drawn) | -18 | 12 | -3.9 | -10 | -1.2 | -0.5 | 6 | 8 | -0.4

Continued (three carried over from the part before).
SMILES | S1P1 ag pot | 5HT1E antag | 5HT1a ag | 5-HT1A blocker | D1 allo mod | S1P3 agonist | Jurkat viability | HEK293 NFkB inh | HTR1E agonist
COc1ccc2cc3c(N)nn(C(=O)Cc4ccccc4OC)c3nc2c1 | 39 | 25 | 0.0 | 9 | 2.6* | -1.6 | 14 | 21 | 2.6
Cn1cc(CNC(=O)C2c3ccccc3Oc3ccccc32)cn1 | -5 | 15 | -1.7 | -12 | nt | -1.3 | -6 | 13 | -0.8
CCOC(=O)Cn1nnnc1C(CC)N(Cc1cc2ccc(C)cc2[nH]c1=O)C1CCCC1 (stereo not drawn) | -18 | 12 | -3.9 | -10 | -1.2 | -0.5 | 6 | 8 | -0.4
CCOCCCn1cnc2c([nH]c3cc(OC)ccc32)c1=O | nt | 5 | -2.0 | -6 | nt | nt | nt | 8 | 0.4
COC(=O)c1cccc(NC(=O)CSc2nc(=O)cc(N)n2-c2ccccc2)c1 | nt | -14 | -1.8 | 11 | -0.41 | 0.1 | -14 | 8 | -0.2
O=c1oc(-c2cc3ccccc3o2)nc2sc3c(c12)CCCC3 | nt | -6 | 1.3 | 6 | 0.19 | -0.9 | -2 | 0 | 0.0
O=C(NC1CC2CCCC(C1)N2Cc1ccco1)NC12CC3CC(CC(C3)C1)C2 (stereo not drawn) | -65 | -6 | -1.8 | -35 | 2.1 | -0.4 | 1 | 17 | 0.5
O=C(Nc1nnc(COc2ccc(Cl)cc2)s1)C1CCCO1 (stereo not drawn) | -2 | 13 | 7.8 | 10 | 0.062 | -0.4 | 14 | -8 | -0.8
CN(C(=O)c1ccccc1Cl)C1CCCCC1 | 19 | 7 | -1.5 | 13 | -0.87 | -0.2 | -6 | 10 | -0.7
O=C(C1CCN(c2ncnc3c2sc2cccc(F)c23)CC1)N1CCOCC1 | -2 | 6 | 0.6 | 8 | 0.51 | -0.2 | -2 | 13 | 1.8
Cn1c(=O)oc2cc(S(=O)(=O)N3CCC(C(=O)NCC4COc5ccccc5O4)CC3)ccc21 (stereo not drawn) | -14 | 5 | -3.2 | 8 | 1.6 | -0.6 | -4 | 11 | -0.3
CN(C(=O)c1ccccc1Cl)c1ccccc1 | 5 | -1 | -1.7 | -16 | 0.57 | -0.1 | -3 | 21 | 0.9
CC1(C)SC2c3ccccc3C(=O)N2[C@@H]1C(=O)NCCCN1CCOCC1 (stereo partly drawn) | -11 | -3 | 0.5 | -1 | -0.68 | 1.0 | -5 | 2 | -0.6
O=C(NC1(C(F)(F)F)NC(=O)N(C2CCCCC2)C1=O)c1cccs1 (stereo not drawn) | -20 | -4 | -3.5 | -4 | 0.029 | -0.4 | -3 | 10 | -0.3
CCOc1ccc(/C(O)=C2/C(=O)C(=O)N(CCOCCO)C2c2ccccc2)cc1 (stereo not drawn) | 2 | -9 | -1.3 | -12 | -0.27 | -0.7 | 1 | 23 | -0.2
COc1cc(-n2nc(C)c3c2OC(N)=C(C#N)C3c2ccccc2)c(Cl)c(Br)c1O (stereo not drawn) | 7 | -4 | 2.5 | 5 | -0.26 | -0.1 | -10 | 12 | 0.9
Cc1onc(-c2c(Cl)cccc2Cl)c1C(=O)Nn1cnnc1 | nt | 8 | -5.5 | -1 | 0.26 | nt | nt | -2 | -1.5
CCCCCn1c(CN2CC(C)OC(C)C2)nc2c1c(=O)n(C)c(=O)n2C (stereo not drawn) | -22 | 5 | 6.8 | 0 | 0.12 | 0.6 | -7 | 4 | 0.3
CC(C)Nc1c(N)c(=O)oc2ccccc12 | -4 | 4 | -2.2 | 2 | 1.1 | -0.7 | 0 | 3 | -0.8
Cc1ccc(C(=O)N(CN2CCCC2=O)c2ccccc2)cc1C | -8 | 11 | -2.8 | 2 | 0.48 | 0.5 | -7 | -1 | -0.3
Cc1cc(NC(=O)c2cc(C)on2)n(-c2ccccc2)n1 | -9 | -7 | 0.0 | 7 | 1.5 | 0.4 | -7 | 14 | -0.4
O=C(Nc1ccc(Cl)cc1C(=O)NCc1cccnc1)c1ccco1 | -12 | 12 | -0.9 | -9 | 10* | -0.1 | 1 | 9 | 0.8
O=C(O)C1CCCCC1C(=O)Nc1ccccn1 (stereo not drawn) | nt | -6 | 2.5 | -10 | nt | -0.1 | -16 | 10 | 0.2
CC(C)NC(=O)c1ccc(CS(=O)(=O)c2ccc(Br)cc2)o1 | 10 | -12 | -3.1 | 0 | 0.77 | -1.2 | 7 | 6 | 0.3
Cc1nc(-c2cccc(S(=O)(=O)N3CC(C)OC(C)C3)c2)cs1 (stereo not drawn) | -7 | 8 | -4.5 | -1 | 1.6 | 0.7 | 4 | 5 | 0.7
COC(=O)C1=COC(C)C2CN3CCc4c([nH]c5ccccc45)C3CC12 (stereo not drawn) | -12 | 4 | 20* | 18 | -1.8 | -0.4 | -13 | 16 | 3.0
COc1cc(C(=S)N2CCC(C(N)=O)CC2)ccc1O | nt | -2 | -1.0 | 16 | -0.55 | -0.6 | -2 | 9 | 0.0
O=C(c1ccccc1F)N1CCN(Cc2cccc(Cl)c2)CC1 | 3 | -5 | -1.5 | 28 | -0.68 | -1.3 | 12 | 2 | -0.6
O=C(CCN1C(=O)c2ccccc2S1(=O)=O)Nc1ccc2c(c1)OCCO2 | 13 | 4 | 1.1 | -7 | 0 | -0.2 | 1 | 10 | 0.3
Cc1cccc(/N=C/c2c(O)cc(C)oc2=O)n1 | -8 | -7 | -1.8 | -4 | 0.29 | 0.0 | -3 | 5 | 0.0

Screening results deposited in PubChem BioAssay by several laboratories.
